# From PubChem BioAssay
# NSD2 inh: blocks human NSD2 histone methyltransferase activity | O96028 | NSD2-SET H3K36me1 DELFIA fluorescence, biochemical | inhibition, % at 12.5 µM | hit rate 0.07% among 44,000 | AID 624260; in the data active means inhibition above about 54%, passing the limit was not always enough;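 further: inhibitors reduce the monomethyl H3K36 fluorescence signal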
# Target sequence (O96028 whole entry, looked up): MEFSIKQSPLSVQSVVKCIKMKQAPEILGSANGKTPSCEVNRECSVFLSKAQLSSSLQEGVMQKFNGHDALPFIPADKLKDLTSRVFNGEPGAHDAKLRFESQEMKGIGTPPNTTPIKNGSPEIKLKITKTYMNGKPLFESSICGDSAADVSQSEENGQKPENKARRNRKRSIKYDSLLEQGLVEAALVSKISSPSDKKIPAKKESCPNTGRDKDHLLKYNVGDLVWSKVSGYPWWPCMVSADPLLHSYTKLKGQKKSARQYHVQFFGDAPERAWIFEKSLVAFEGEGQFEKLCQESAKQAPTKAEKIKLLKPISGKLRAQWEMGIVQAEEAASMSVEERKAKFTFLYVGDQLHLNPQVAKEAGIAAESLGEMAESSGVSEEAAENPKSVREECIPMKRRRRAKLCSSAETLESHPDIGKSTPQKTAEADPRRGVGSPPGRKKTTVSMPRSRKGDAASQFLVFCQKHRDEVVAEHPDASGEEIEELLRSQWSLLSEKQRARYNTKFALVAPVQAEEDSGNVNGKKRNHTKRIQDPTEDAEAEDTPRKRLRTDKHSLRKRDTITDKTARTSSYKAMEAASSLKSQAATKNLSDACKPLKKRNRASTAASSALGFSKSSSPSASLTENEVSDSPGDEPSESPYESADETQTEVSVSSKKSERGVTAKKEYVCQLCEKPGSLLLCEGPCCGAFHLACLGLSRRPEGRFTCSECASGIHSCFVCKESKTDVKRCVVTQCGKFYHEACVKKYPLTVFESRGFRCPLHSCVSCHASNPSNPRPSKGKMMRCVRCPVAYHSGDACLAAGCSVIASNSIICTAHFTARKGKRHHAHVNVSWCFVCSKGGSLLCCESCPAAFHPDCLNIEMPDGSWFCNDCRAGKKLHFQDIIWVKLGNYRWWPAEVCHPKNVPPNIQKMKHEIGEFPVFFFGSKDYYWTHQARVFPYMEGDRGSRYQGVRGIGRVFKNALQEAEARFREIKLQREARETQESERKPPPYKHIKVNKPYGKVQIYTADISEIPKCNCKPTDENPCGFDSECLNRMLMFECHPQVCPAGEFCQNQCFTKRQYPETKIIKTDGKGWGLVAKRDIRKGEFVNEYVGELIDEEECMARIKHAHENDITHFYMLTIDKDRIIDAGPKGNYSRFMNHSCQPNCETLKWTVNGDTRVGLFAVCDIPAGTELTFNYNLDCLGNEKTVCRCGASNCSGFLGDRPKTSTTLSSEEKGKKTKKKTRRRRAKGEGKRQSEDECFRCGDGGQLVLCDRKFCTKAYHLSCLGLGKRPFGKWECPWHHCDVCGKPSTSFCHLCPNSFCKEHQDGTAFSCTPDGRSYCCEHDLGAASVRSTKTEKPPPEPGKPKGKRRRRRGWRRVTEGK
# Numbers without * were called inactive. Only part of the results is shown (hit frequency here may not be typical).
SMILES,NSD2 inh
C[C@@H]1CN([C@H](C)CO)C(=O)Cc2cc(N(C)C)ccc2O[C@H]1CN(C)Cc1ccc(Cl)c(Cl)c1,-3
CCCCC#Cc1nc(NC)c2ncn(C3OC(CO)C(O)C3O)c2n1 (configuration not stated),-3
Cc1noc(C)c1S(=O)(=O)N(C)C[C@@H]1OCCCC[C@@H](C)Oc2ccc(NS(=O)(=O)c3ccc(F)cc3)cc2C(=O)N([C@H](C)CO)C[C@H]1C,-1
CC(C)NC(=O)N(C)C[C@@H]1Oc2cc(Br)ccc2S(=O)(=O)N([C@@H](C)CO)C[C@@H]1C,17
C[C@H]1CN([C@@H](C)CO)C(=O)Cc2cc(NC(=O)CCCN(C)C)ccc2O[C@H]1CN(C)Cc1ccc(Oc2ccccc2)cc1,8
C[C@H]1CN([C@@H](C)CO)C(=O)c2cc(/C=C/c3ccccc3)cnc2O[C@H]1CN(C)C(=O)NC1CCCCC1,-3
CC(C)C#Cc1ccc2c(c1)O[C@H](CN(C)S(=O)(=O)c1cn(C)cn1)[C@@H](C)CN([C@@H](C)CO)S2(=O)=O,-8
COc1ccc(/C=N/NC(=O)CCCCCCC(=O)O)c(O)c1,4
CC(C)NC(=O)N(C)C[C@H]1Oc2ccc(NC(=O)Cn3cnnn3)cc2C(=O)N([C@H](C)CO)C[C@H]1C,-1
C[C@@H]1CN([C@H](C)CO)C(=O)Cc2cc(NC(=O)C3CCCCC3)ccc2O[C@@H]1CN(C)C(=O)NC1CCCCC1,-7
CN(C)CC(=O)Nc1ccc2c(c1)[C@@H]1C[C@@H](CC(=O)NCc3cc(F)ccc3F)O[C@@H](CO)[C@@H]1O2,-18
C[C@H]1CN([C@@H](C)CO)C(=O)c2cccc(NS(=O)(=O)c3ccc(Cl)cc3)c2O[C@@H]1CN(C)S(=O)(=O)c1ccccc1,-2
Cc1ccc(S(=O)(=O)N(C)C[C@@H]2Oc3c(NS(=O)(=O)c4ccc(Cl)cc4)cccc3C(=O)N([C@@H](C)CO)C[C@@H]2C)cc1,6
C/C=C/c1ccc2c(c1)O[C@@H](CN(C)S(=O)(=O)c1ccc(F)cc1)[C@@H](C)CN([C@H](C)CO)S2(=O)=O,7
COc1ccc(NC(=O)Nc2cccc3c2O[C@@H](CN(C)S(=O)(=O)c2ccc(C)cc2)[C@H](C)CN([C@H](C)CO)C3=O)cc1,1
COc1ccc(S(=O)(=O)Nc2ccc3c(c2)C(=O)N([C@@H](C)CO)C[C@@H](C)[C@H](CN(C)C)O3)cc1,0
C/C=C/c1ccc2c(c1)O[C@H](CN(C)C(=O)C1CCOCC1)[C@H](C)CN([C@H](C)CO)S2(=O)=O,2
C[C@H]1CN([C@@H](C)CO)C(=O)c2cccc(NC(=O)Nc3ccc(F)cc3)c2O[C@@H]1CN(C)Cc1ccc(C(F)(F)F)cc1,-1
C[C@@H]1CN([C@H](C)CO)C(=O)c2cc(NC(=O)C3CCCCC3)ccc2O[C@@H](C)CCCCO[C@H]1CN(C)Cc1ccc(Cl)c(Cl)c1,-2
COc1ccc(NC(=O)N(C)C[C@H]2Oc3ccc(NS(=O)(=O)c4ccc(C)cc4)cc3CC(=O)N([C@@H](C)CO)C[C@@H]2C)cc1,-2
COc1ccc(S(=O)(=O)Nc2ccc3c(c2)C(=O)N([C@@H](C)CO)C[C@H](C)[C@@H](CN(C)C)O3)cc1,5
CCCC#Cc1ccc2c(c1)O[C@@H](CN(C)C(=O)CC1CC1)[C@@H](C)CN([C@@H](C)CO)S2(=O)=O,1
C[C@H]1CN([C@@H](C)CO)C(=O)c2cccc(NC(=O)c3nc4ccccc4s3)c2O[C@H]1CN(C)C(=O)Nc1cccc2ccccc12,5
Cc1ccc(S(=O)(=O)Nc2ccc3c(c2)C(=O)N([C@H](C)CO)C[C@@H](C)[C@@H](CN(C)C(=O)c2ccncc2)OCCCC[C@@H](C)O3)cc1,0
C[C@H](O)C#Cc1ccc2c(c1)O[C@@H](CN(C)C(=O)C1CCCCC1)[C@@H](C)CN([C@@H](C)CO)S2(=O)=O,-1

# Remaining list, next part.
SMILES,NSD2 inh
COc1ccc(NC(=O)Nc2ccc3c(c2)C(=O)N([C@H](C)CO)C[C@H](C)[C@@H](CN(C)C(=O)CCC(F)(F)F)OCCCC[C@@H](C)O3)cc1,-5
CCC(=O)N(C)C[C@@H]1Oc2cc(C3=CCCC3)ccc2S(=O)(=O)N([C@@H](C)CO)C[C@@H]1C,-1
Cc1ccc(S(=O)(=O)Nc2ccc3c(c2)C(=O)N([C@H](C)CO)C[C@H](C)[C@H](CN(C)S(=O)(=O)c2ccc(C)cc2)OCCCC[C@H](C)O3)cc1,3
CCCN(C)C[C@@H]1Oc2cc(C#C[C@@H](C)O)ccc2S(=O)(=O)N([C@@H](C)CO)C[C@@H]1C,-1
CCCN(C)C[C@@H]1OCCCC[C@@H](C)Oc2ccc(NS(=O)(=O)c3cn(C)cn3)cc2C(=O)N([C@H](C)CO)C[C@@H]1C,3
Cc1ccc(S(=O)(=O)N2CCN(Cc3cccc(OCCO)c3)CC2)cc1,0
O=C(O)CCCCCC(=O)N/N=C/c1cc(Br)cs1,-2
C[C@@H]1CN([C@@H](C)CO)C(=O)c2cccc(NC(=O)Nc3ccc(F)cc3)c2O[C@@H]1CN(C)C(=O)Nc1ccc(C(F)(F)F)cc1,-3
CCC(=O)N(C)C[C@@H]1Oc2cc(-c3ccccc3C)ccc2S(=O)(=O)N([C@@H](C)CO)C[C@H]1C,-9
COCC#Cc1cnc2c(c1)C(=O)N([C@@H](C)CO)C[C@@H](C)[C@@H](CN(C)C(=O)C1CCC1)O2,4
COc1ccc(NC(=O)Nc2ccc3c(c2)CC(=O)N([C@@H](C)CO)C[C@@H](C)[C@@H](CN(C)C(=O)NC2CCCCC2)O3)cc1,-1
CC(C)NC(=O)Nc1ccc2c(c1)C(=O)N([C@H](C)CO)C[C@H](C)[C@H](CN(C)C(=O)c1ccccc1)OCCCC[C@H](C)O2,-3
C[C@H]1CN([C@@H](C)CO)C(=O)c2cccc(NC(=O)C3CC3)c2O[C@H]1CN(C)Cc1ccc(Cl)c(Cl)c1,2
C[C@@H]1CN([C@@H](C)CO)C(=O)c2cccc(NC(=O)Nc3cccc4ccccc34)c2O[C@H]1CN(C)S(=O)(=O)c1ccccc1,-4
CC(=O)N(C)C[C@H]1Oc2ncc(C#C[C@H](C)O)cc2C(=O)N([C@@H](C)CO)C[C@@H]1C,-2
C[C@H]1CN([C@@H](C)CO)C(=O)Cc2cc(N(C)C)ccc2O[C@H]1CN(C)C(=O)Nc1cccc2ccccc12,-2
CC(C)NC(=O)N(C)C[C@@H]1Oc2ccc(NC(=O)Nc3ccc4c(c3)OCO4)cc2CC(=O)N([C@@H](C)CO)C[C@@H]1C,-5
C[C@H]1CN([C@@H](C)CO)C(=O)c2cc(NC(=O)Cc3cn(C)c4ccccc34)ccc2O[C@@H]1CN(C)C,-4
CCCNC(=O)N(C)C[C@@H]1Oc2cc(-c3ccccc3F)ccc2S(=O)(=O)N([C@H](C)CO)C[C@H]1C,-3
O=C(O)C1=C[C@H](c2ccc(C(F)(F)F)cc2)C[C@H](OCc2ccc(CO)cc2)O1,-2
Cc1noc(C)c1S(=O)(=O)Nc1ccc2c(c1)CC(=O)N([C@H](C)CO)C[C@H](C)[C@@H](CN(C)C(=O)NC1CCCCC1)O2,7
O=C(C[C@H]1C[C@@H]2c3cc(NC(=O)C4CCC4)ccc3O[C@@H]2[C@@H](CO)O1)NCc1ccccc1,-2
O=C(N/N=C/[C@H](O)[C@@H](O)[C@H](O)[C@H](O)CO)c1ccccc1O,4
COc1ccc(NC(=O)Nc2ccc3c(c2)C(=O)N([C@H](C)CO)C[C@@H](C)[C@@H](CN(C)S(=O)(=O)c2ccc(F)cc2)O3)cc1,-2
C[C@@H]1CCCCO[C@@H](CN(C)Cc2ccc(C(F)(F)F)cc2)[C@H](C)CN([C@@H](C)CO)C(=O)c2cc(NC(=O)Nc3cccc4ccccc34)ccc2O1,0

# (continued)
SMILES,NSD2 inh
C[C@@H]1CCCCO[C@@H](CN(C)C(=O)C2CCCCC2)[C@H](C)CN([C@H](C)CO)C(=O)c2cc(NS(=O)(=O)c3cccs3)ccc2O1,3
C[C@@H]1CN([C@@H](C)CO)C(=O)Cc2cc(NC(=O)Nc3ccc(C(F)(F)F)cc3)ccc2O[C@H]1CN(C)Cc1ccccc1,-9
C[C@@H]1CN([C@H](C)CO)C(=O)c2cc(C#CCN(C)C)cnc2O[C@@H]1CN(C)C(=O)NC1CCCC1,3
C[C@@H]1CN([C@H](C)CO)S(=O)(=O)c2ccc(-c3cccnc3)cc2O[C@H]1CN(C)C(=O)NC1CCCC1,-1
C[C@H](CO)N1C[C@H](C)[C@@H](CN(C)C(=O)Nc2ccccc2)Oc2c(NS(=O)(=O)c3ccc(F)cc3)cccc2C1=O,-1
COc1ccc(NC(=O)Nc2ccc3c(c2)C(=O)N([C@H](C)CO)C[C@@H](C)[C@H](CN(C)C(=O)Cc2ccccc2)OCCCC[C@@H](C)O3)cc1,-6
C[C@@H]1CCCCO[C@@H](CN(C)C(=O)CCCN(C)C)[C@@H](C)CN([C@H](C)CO)C(=O)c2cc(NC(=O)c3ccncc3)ccc2O1,-73
COc1ccc(S(=O)(=O)N(C)C[C@@H]2OCCCC[C@@H](C)Oc3ccc(NS(=O)(=O)c4ccccc4)cc3C(=O)N([C@H](C)CO)C[C@@H]2C)cc1,0
C[C@@H]1CN([C@@H](C)CO)C(=O)Cc2cc(NC(=O)Nc3ccc(F)cc3)ccc2O[C@H]1CN(C)C(=O)Nc1ccccc1,1
COc1ccc(S(=O)(=O)Nc2ccc3c(c2)C(=O)N([C@H](C)CO)C[C@H](C)[C@H](CN(C)Cc2ccc(C(=O)Nc4ccccc4N)cc2)OCCCC[C@@H](C)O3)cc1,1
C[C@@H]1CN([C@@H](C)CO)C(=O)c2cccc(NC(=O)Nc3ccccc3)c2O[C@H]1CN(C)S(=O)(=O)c1ccc(F)cc1,-3
COc1ccc(-c2oc3cc(OC)c(OC)c(O)c3c(=O)c2OC)cc1OC,6
COc1ccccc1C#Cc1cnc2c(c1)C(=O)N([C@H](C)CO)C[C@H](C)[C@H](CN(C)C(=O)CC1CC1)O2,-2
C[C@@H]1CN([C@H](C)CO)C(=O)c2cc(NS(=O)(=O)c3ccc(Cl)cc3)ccc2O[C@H]1CN(C)C(=O)Nc1ccc(C(F)(F)F)cc1,-2
C[C@@H]1CN([C@@H](C)CO)S(=O)(=O)c2ccc(C#CC3CCCC3)cc2O[C@H]1CN(C)Cc1cncnc1,-1
C[C@@H]1CCCCO[C@@H](CN(C)Cc2ccccc2)[C@H](C)CN([C@H](C)CO)C(=O)c2cc(NC(=O)Cc3ccccc3)ccc2O1,1
CC(C)CC#Cc1cnc2c(c1)C(=O)N([C@H](C)CO)C[C@H](C)[C@H](CN(C)C(=O)NC1CCCC1)O2,0
C[C@@H]1CN([C@@H](C)CO)S(=O)(=O)c2ccc(-c3cncnc3)cc2O[C@@H]1CN(C)C(=O)Cc1ccncc1,36
Cc1ccc(S(=O)(=O)N(C)C[C@@H]2Oc3ccc(NC(=O)CCCCCC(=O)Nc4ccccc4N)cc3CC(=O)N([C@@H](C)CO)C[C@H]2C)cc1,-5
C[C@H]1CN([C@@H](C)CO)C(=O)c2cc(/C=C/c3ccccc3)cnc2O[C@@H]1CN(C)Cc1ccncc1,-1
COc1ccc(CNC(=O)C[C@@H]2CC[C@H](NC(=O)CN(C)C)[C@H](CO)O2)cc1,3
COC(=O)c1cccc2nc3c(C(C)O)cccc3nc12 (configuration not stated),-3
C[C@@H]1CCCCO[C@@H](CN(C)S(=O)(=O)c2ccccc2)[C@@H](C)CN([C@@H](C)CO)C(=O)c2cc(NS(=O)(=O)c3cccs3)ccc2O1,0
O=C(C[C@@H]1C[C@H]2c3cc(NC(=O)CC4CC4)ccc3O[C@H]2[C@H](CO)O1)NCc1cc(F)ccc1F,21
CC(=O)N(C)C[C@H]1OCc2ccccc2-c2c(n(C)c3ccccc23)C(=O)N([C@@H](C)CO)C[C@H]1C,5
Cc1noc(C)c1S(=O)(=O)Nc1cccc2c1O[C@@H](CN(C)C(=O)Nc1ccc(F)cc1)[C@@H](C)CN([C@H](C)CO)C2=O,4
CC1=C[C@@H](O)[C@H]2C(C)(C)CCC[C@]2(C)[C@@]1(O)CO,-9
C[C@@H]1CN([C@@H](C)CO)C(=O)Cc2cc(NC(=O)Nc3ccc(C(F)(F)F)cc3)ccc2O[C@H]1CN(C)Cc1ccncc1,-4
CO[C@H](CN(C)C(=O)c1cc(Cl)cc(Cl)c1)[C@H](C)CN(C(=O)Nc1ccc(F)cc1)[C@@H](C)CO,10
COc1ccc(-c2cnc3c(c2)C(=O)N([C@H](C)CO)C[C@@H](C)[C@@H](CN(C)C(=O)Cc2ccccc2)O3)cc1,-5

# Arranged by count of non-hydrogen atoms (descending): some entries from above.
SMILES,NSD2 inh
COc1ccc(NC(=O)Nc2ccc3c(c2)C(=O)N([C@H](C)CO)C[C@@H](C)[C@H](CN(C)C(=O)Cc2ccccc2)OCCCC[C@@H](C)O3)cc1,-6
C[C@@H]1CCCCO[C@@H](CN(C)S(=O)(=O)c2ccccc2)[C@@H](C)CN([C@@H](C)CO)C(=O)c2cc(NS(=O)(=O)c3cccs3)ccc2O1,0
C[C@@H]1CN([C@H](C)CO)C(=O)c2cc(NS(=O)(=O)c3ccc(Cl)cc3)ccc2O[C@H]1CN(C)C(=O)Nc1ccc(C(F)(F)F)cc1,-2
C[C@@H]1CN([C@@H](C)CO)C(=O)Cc2cc(NC(=O)Nc3ccc(C(F)(F)F)cc3)ccc2O[C@H]1CN(C)Cc1ccncc1,-4
C[C@H](CO)N1C[C@H](C)[C@@H](CN(C)C(=O)Nc2ccccc2)Oc2c(NS(=O)(=O)c3ccc(F)cc3)cccc2C1=O,-1
COc1ccc(-c2cnc3c(c2)C(=O)N([C@H](C)CO)C[C@@H](C)[C@@H](CN(C)C(=O)Cc2ccccc2)O3)cc1,-5
COc1ccccc1C#Cc1cnc2c(c1)C(=O)N([C@H](C)CO)C[C@H](C)[C@H](CN(C)C(=O)CC1CC1)O2,-2
C[C@@H]1CN([C@@H](C)CO)S(=O)(=O)c2ccc(C#CC3CCCC3)cc2O[C@H]1CN(C)Cc1cncnc1,-1
CC(C)CC#Cc1cnc2c(c1)C(=O)N([C@H](C)CO)C[C@H](C)[C@H](CN(C)C(=O)NC1CCCC1)O2,0
COC(=O)c1cccc2nc3c(C(C)O)cccc3nc12 (configuration not stated),-3
